# High-throughput results as filed in PubChem BioAssay.
# SIRT5 block = sirtuin-5 (human) deacylase inhibition. Q9NXA8. Purified SirT5, succinyl-peptide AMC, trypsin-coupled fluorescence. inhibition, % at 15 µM. 330,000 tested, 1.1% active; in the data active = inhibition above about 15%; inconclusive = no clear call, values can overlap the other calls
# Target sequence (Q9NXA8 whole entry, looked up): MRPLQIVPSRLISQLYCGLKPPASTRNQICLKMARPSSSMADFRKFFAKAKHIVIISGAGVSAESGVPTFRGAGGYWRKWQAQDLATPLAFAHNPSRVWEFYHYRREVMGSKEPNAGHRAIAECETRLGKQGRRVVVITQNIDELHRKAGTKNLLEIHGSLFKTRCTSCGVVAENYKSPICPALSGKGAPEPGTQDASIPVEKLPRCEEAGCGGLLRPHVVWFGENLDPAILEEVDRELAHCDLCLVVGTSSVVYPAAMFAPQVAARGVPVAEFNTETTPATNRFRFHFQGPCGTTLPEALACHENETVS
# Cneo AK release = Cryptococcus neoformans lysis via adenylate kinase release; C. neoformans lysis, adenylate kinase release luminescence, 4 h; normalised: neutral wells 0, clomiphene wells 100; lysis activity, % at 15 µM; 360,000 tested, 0.2% active;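 active = mean lysis activity across replicates of at least 80%, whatever share of replicates individually reach that level; inactive = mean lysis activity below 80%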
#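 Material – log-phase Cryptococcus neoformans yeast cells · Input – 5 × 10^6 yeast cells/mL · Medium – fresh YPD growth medium · Doses – single compound concentration per well · Timing – static 4 h at 37 °C with compound, 1 h detection · Detection – adenylate kinase release luminescence · Read-out – signal increase indicating cell lysis · Control set – Clomiphene as positive lysis control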
# ARNT-TACC3 inh = disruptors of human ARNT/TACC3 interaction; Q9Y6A5; 390,000 tested, 0.66% active; AID 623870; AlphaScreen His-ARNT PAS-B/GST-TACC3 binding, luminescence; TACC3 fragment carries E629A point mutation; inhibition, % at 9.99 µM;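 active = mean inhibition of replicates at least 50% and at least half of replicates each reaching 50%; inconclusive = half or more replicates reach 50% but mean below 50%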;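 note: 0% = complete ARNT plus TACC3 wells and 100% = ARNT alone without TACC3; many hits fall short of the cut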
# miR122 inh = miR-122 inhibition in Huh7 cells; Huh7 miR-122 Renilla luciferase sensor, 48 h; neutral wells = 0, positive control = 100; activation (reporter increase), % at 12.5 µM; 340,000 tested, 0.3% active;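 active = mean replicate activation score at least 90 and every replicate individually at or above 90; inconclusive = only one of the two criteria met; inactive = neither criterion met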;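 note: higher luciferase means less miR-122 activity so hits act as miR-122 inhibitors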
# ERp5 block = inhibitors of human ERp5; 350,000 tested, 0.05% active; ERp5 insulin aggregation, absorbance 650 nm, 90 min; Q15084; AID 651711; inhibition, % at 9.99 µM;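 active = mean replicate inhibition above about 25%, with every replicate also reaching it, limit read from the data, passing the limit was not always enough; inconclusive = only one of those two criteria met; inactive = neither criterion met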
# Target sequence (Q15084 whole entry, looked up): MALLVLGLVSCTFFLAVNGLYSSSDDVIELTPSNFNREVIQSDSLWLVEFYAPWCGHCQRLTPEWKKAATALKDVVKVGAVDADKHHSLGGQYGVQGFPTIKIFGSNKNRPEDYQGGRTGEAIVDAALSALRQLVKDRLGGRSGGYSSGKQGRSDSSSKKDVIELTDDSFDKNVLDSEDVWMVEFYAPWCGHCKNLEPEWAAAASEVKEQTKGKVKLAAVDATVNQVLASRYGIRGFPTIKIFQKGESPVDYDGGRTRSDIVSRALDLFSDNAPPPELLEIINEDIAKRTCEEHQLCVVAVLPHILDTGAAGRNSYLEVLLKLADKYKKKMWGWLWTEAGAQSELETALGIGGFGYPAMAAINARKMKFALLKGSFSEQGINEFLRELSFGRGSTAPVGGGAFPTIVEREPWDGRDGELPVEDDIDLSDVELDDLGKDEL
# esBAF inh = blocks esBAF chromatin remodeling in mouse ES cells | Bmi1-luciferase knock-in reporter, 24 h; 100% = twice the neutral-well signal | reporter increase, % at 12.5 µM | 350,000 tested, 2% active | AID 602393; in the data active = activation above about 40%; inconclusive = no clear call, values can overlap the other calls;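 note: 0% = median of the plate's neutral control wells and 100% = double that signal; a rise in the Bmi1 reporter signal indicates esBAF inhibition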
# C2C12 statin = suppression of simvastatin myotoxicity. C2C12 myotubes + simvastatin, ATP luminescence, 48 h; scaled: DMSO 0, geranylgeraniol control 100. rescue of ATP level, % at 7.49 µM. 330,000 tested, 0.78% active;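 active = mean ATP rescue above about 67%, or every replicate alone reaching that limit, limit read from the data, passing the limit was not always enough; inconclusive = no clear call, values can overlap the other calls; inactive = mean under the limit and some replicate under it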;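 note: myotubes were challenged with 10 µM simvastatin during compound exposure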
# Active calls of the source: *; ? = inconclusive; nt = not tested or not shown; & = joins results of further samples; [ ] = another dose, or the depositor's remark.
# The first 3 records, to show the layout:
SMILES,SIRT5 block,Cneo AK release,ARNT-TACC3 inh,miR122 inh,ERp5 block,esBAF inh,C2C12 statin
COc1ccc(NC(=S)N2CCN(S(C)(=O)=O)CC2)cc1,-1.7,-0.1,nt,-0.3,2.2,-4.8,5.1
COCCN(C[C@H]1N[C@H](CO)[C@@H]1c1ccc(-c2cccnc2)cc1)C(C)=O,3.9,48.7,-2.9,-5.9[16.7 µM],-2.2,1.8,0.9
Cc1c(C=O)c2ccccc2n1CCOc1ccccc1,2.7,-0.7,10.1,-5.4,-5.0,-1.8,12.1

# The listing, from the start:
SMILES,SIRT5 block,Cneo AK release,ARNT-TACC3 inh,miR122 inh,ERp5 block,esBAF inh,C2C12 statin
COc1ccc(NC(=S)N2CCN(S(C)(=O)=O)CC2)cc1,-1.7,-0.1,nt,-0.3,2.2,-4.8,5.1
COCCN(C[C@H]1N[C@H](CO)[C@@H]1c1ccc(-c2cccnc2)cc1)C(C)=O,3.9,48.7,-2.9,-5.9[16.7 µM],-2.2,1.8,0.9
Cc1c(C=O)c2ccccc2n1CCOc1ccccc1,2.7,-0.7,10.1,-5.4,-5.0,-1.8,12.1
CCOC(=O)C1CCN(C(=O)Cc2cccs2)CC1,-2.2,-0.8,nt,-0.9,10.1,-0.2,nt
CCc1nnc(NC(=O)c2ccc(S(=O)(=O)N(CCOC)CCOC)cc2)o1,nt,-1.6,46.0*,3.0,nt,7.3,-2.7
COc1cccc(NC2SC(=O)N(c3ccccc3)C2=O)c1 (stereo not drawn),0.3,-5.5,-3.3,-0.8,0.0,59.2*,11.0
O=C1CCC/C=C\C[C@@H](CC(=O)N(CCO)Cc2ccccc2)C(=O)N[C@H](c2ccccc2)CO1,nt,0.6,-3.0,-3.1,9.5,-5.4,-4.4
O=C(CCN1C(=O)/C(=C\c2ccccc2)SC1=S)N1CCCCC1,-0.6,3.7,-1.1,-9.0,-0.7,-0.2,3.8
Cc1ccc(S(=O)(=O)N2CCCC2CNC(=O)C(=O)NCc2cccs2)cc1 (stereo not drawn),-7.3,-1.1,-2.2,-2.2,-2.4,4.0,8.2
O=C(NCCC(=O)N1CCN(S(=O)(=O)c2ccccc2)CC1)c1ccc(Br)cc1,-4.8,9.1,-1.1,0.5,-5.6,-4.5,-19.5
COc1ccc(OC)c(-n2c(Cn3c(-c4ccccn4)nc4ccccc43)n[nH]c2=S)c1,0.1,-2.2,-4.9,nt,-1.7,4.3,nt
COc1cc2sc3ccc(C#Cc4ccccn4)cc3c(=O)c2cc1OC,nt,-0.4,-16.2,-4.1,-4.8,10.9,-14.1
CC(C)(C)Cc1c(-c2cccc(Br)c2)nc2ccc(Br)cn12,-3.0,-0.2,nt,-4.5,8.1,9.2,3.5
COc1cc(C(=O)OCC(=O)N2c3ccccc3NC(=O)C2(C)C)ccc1OCC(C)C,-1.8,nt,nt,nt,0.6,11.0,-32.7
COC(=O)c1c(C)c2c(C)cc3ccccn3c-2c1C(=O)OC,nt,0.6,22.7,1.6,nt,-15.0,-32.3
CC(C)[C@H](NC(=O)[C@@H]1Cc2c([nH]c3ccccc23)C2c3ccccc3C(=O)N21)C(=O)N1CCC[C@H]1C(=O)O (stereo partly drawn),0.4,-0.7,nt,-1.6,6.9,-3.5,-0.9
CCOc1c(O)ccc(C2NC(=O)NC(C)=C2C(=O)OC)c1[N+](=O)[O-] (stereo not drawn),-4.2,-0.8,-1.1,-1.7,-8.5,-0.6,4.9
CCNCCC(CCC(C)C)c1ccc2c(c1)OCO2 (stereo not drawn),nt,-4.1,2.8,0.1,-4.6,-0.3,nt
NC(=O)c1cc([N+](=O)[O-])ccc1Nc1ccccc1,-1.3,-3.9,4.3,nt,1.6,-7.8,16.0
CCN1CCN(C(=O)C2(NC(=O)Nc3cccc(F)c3)CCCCC2)CC1,nt,-1.6,0.1,1.0,nt,1.8,-16.3
COC(=O)c1cccc(C#CC(NP(=O)(c2ccccc2)c2ccccc2)c2ccccc2)c1 (stereo not drawn),nt,-0.2,-0.1,-2.0,-1.2,-6.4,-0.5
COc1ccc(C(=O)c2ccc(Cl)cc2)cc1,nt,-0.1,-16.1,-0.5,nt,45.8*,8.2
CCc1ccc(-c2cnc3ccccc3n2)cc1NC(=O)CNC(=O)c1ccccc1,-0.4,-10.2,-3.3,5.0,-1.3,8.2,8.4
C[C@H]1CN([C@@H](C)CO)C(=O)c2cc(-c3cccc(F)c3)cnc2O[C@@H]1CN(C)S(C)(=O)=O,-8.8&0.3,1.1&45.3,-5.0,5.4,3.7&-7.0,-8.3&1.8,8.2
NNC(=O)/C(=C\c1ccco1)NC(=O)c1ccco1,-5.5,0.8,-2.5,-3.7,4.3,2.4,-3.1

# (listing goes on)
SMILES,SIRT5 block,Cneo AK release,ARNT-TACC3 inh,miR122 inh,ERp5 block,esBAF inh,C2C12 statin
COc1ccc(N(C(=O)CNC(=O)c2ccco2)C(C(=O)NCC2CCCO2)c2ccccc2)cc1 (stereo not drawn),-4.6,3.3,8.3,-0.7,4.9,-0.9,46.4
CC1(C)OC2CC3C4CCC5=CC(=O)C=CC5(C)C4(F)C(O)CC3(C)C2(C(=O)CO)O1 (stereo not drawn),-1.9,-0.5,nt,3.2,2.9,4.5,-16.3
COc1ccc(CN2CCN(Cc3cccc(OC)c3)C(CCO)C2)cc1 (stereo not drawn),-2.0,nt,-6.0,1.9,6.9,-7.6,-8.0
CNS(=O)(=O)c1ccc(NC(=O)c2ccc(Cl)cc2Cl)cc1,-3.6,nt,1.6,nt,?,nt,nt
CC(C)CNC(=S)NNC(=O)c1csc2ccccc12,nt,-2.4,-6.2,81.0,nt,15.5,-19.7
CCCCN(C)C(=O)C1CCN(Cc2ccccn2)CC1,1.7,-0.5,-0.3,-5.2,6.8,1.0,6.6
O=C1c2ccccc2C(=O)C1c1nccc2ccccc12,nt,nt,-2.1,-0.7,nt,-55.4,-12.8
N/C(=N\OC(=O)C12CC3CC(CC(C3)C1)C2)c1ccncc1,-2.7,-2.5,nt,-6.6,-1.0,14.1,-6.8
CN(C)c1ccc(NC2=C(Cl)C(=O)c3ccccc3C2=O)cc1,-2.1,0.1,52.8*,nt,-5.2,nt,nt
COc1cccc(-c2nn(-c3ccc(C)cc3)cc2C(=O)NCC(c2cccs2)N2CCOCC2)c1 (stereo not drawn),-2.9,-1.0,1.6,-6.9,2.5,16.2,-29.7
CCOc1ccccc1NC(=O)c1ccc(OCC(=O)N2CCOCC2)c(OC)c1,-1.4,8.6,-0.1,-10.0,-6.2,-3.8,2.1
C/C(=C/c1ccccc1)C(=O)N1CCN(c2ccccc2F)CC1,-6.1,-2.3,-4.5,-0.8,3.1,-1.4,3.4
O=C(c1cccc(F)c1)N1CCCC(C(=O)N2CCCCC2)C1 (stereo not drawn),22.5*,-1.7,-3.0,-2.4,-3.2,-4.0,30.8
Cc1cccc(C)c1NC(=S)NN1CCN(C)CC1,nt,-0.1,1.0,0.2,nt,-0.7,-2.8
CS(=O)(=O)N1CCc2ccc(NC(=O)C3CCCO3)cc2C1 (stereo not drawn),2.2,-3.5,2.0,2.2,5.6,-4.6,11.2
O=C(CCNC(=O)c1ccc([N+](=O)[O-])cc1)Nc1cccc(S(=O)(=O)N2CCCCC2)c1,4.7,0.9,7.3,2.9,9.8,4.4,-2.3
CCCNC(=O)[C@@H]1[C@@H](CO)[C@@H]2Cn3c(ccc(C4=CCCC4)c3=O)[C@H]1N2CCC(F)(F)F,5.7,1.2,-1.5,-0.6[16.7 µM],1.0,-5.4,-9.6
Cc1ccnc2nc(C(=O)Nc3nc(-c4ccccn4)cs3)nn12,-1.2,nt,66.5*,nt,-2.0,nt,nt
CCCNC(=O)Nc1ccc2c(c1)C(=O)N(C)C[C@@H](OC)[C@@H](C)CN(Cc1ccccc1)[C@H](C)CO2,nt,nt,nt,4.6[16.7 µM],nt,2.4,23.4
O=C(OCC(=O)c1c[nH]c2ccccc12)c1ccc([N+](=O)[O-])s1,12.4,-2.3,9.5,-5.3,-5.1,-1.9,6.0
COCC(=O)N1[C@H](CO)[C@@H](c2ccccc2)[C@@H]1CN(C)C(=O)c1cccnc1,-1.4,3.1,0.5,-5.9[16.7 µM],-3.6,-6.4,12.7
NC(=O)c1ccccc1OCC(=O)O,nt,3.0,-9.8,5.2,nt,-12.9,-4.0
CN(C)c1nc2c(c(=O)[nH]c(=O)n2C)n1CCCc1ccccc1,1.0,2.9,-7.3,-0.9,0.6,-4.3,-4.5
CCOC(=O)N1CCN(c2c(Nc3cc(C)[nH]n3)c(=O)c2=O)CC1,0.8,2.5,-5.6,-4.9,-0.6,6.3,0.0
Cc1cc(=O)[nH]c(Nc2cccc(Cl)c2C)n1,-4.7,-6.3,-7.1,-3.5,-4.2,-4.4,-5.9

# Later entries
SMILES,SIRT5 block,Cneo AK release,ARNT-TACC3 inh,miR122 inh,ERp5 block,esBAF inh,C2C12 statin
COc1ccc(CN(C)C[C@H]2Oc3ccc(NC(=O)c4ccncc4)cc3CC(=O)N([C@H](C)CO)C[C@H]2C)cc1,-6.9,-0.6,0.4,1.5[16.7 µM],5.1,3.6,11.7
CCCCOC(=O)c1ccc(NC(=O)/C=C/c2cccs2)cc1,nt,0.5,-3.4,-0.5,nt,8.9,0.6
CCOC(=O)C1=C(C)NC2=C(C(=O)C(C(=O)OCC)C(c3ccc(OC)cc3)C2)C1c1ccccn1 (stereo not drawn),nt,1.1,-3.9,-0.2,nt,4.0,19.9
CCOC(=O)c1cc(S(=O)(=O)N2CCOCC2)cn1C,1.4,-0.1,-7.9,2.1,8.3,-3.3,3.9
Cc1ccc(C)c(S(=O)(=O)N2CCN(C(=O)c3cc(S(=O)(=O)NCc4ccccc4)ccc3C)CC2)c1,-6.6,-0.8,-5.0,-0.1,-2.2,nt,nt
CCC(=O)N1[C@H](CN(C)C(C)=O)[C@@H](c2ccc(-c3cccc(F)c3)cc2)[C@@H]1CO,nt,1.1,-13.3,7.1[16.7 µM],nt,0.7,-1.4
CCn1c2ccccc2c2cc(NC(=O)C(C)Oc3ccc(OC)cc3)ccc21 (stereo not drawn),nt,-2.0,nt,6.2,nt,-2.8,-1.6
C/C(CC(=O)Nc1ccc2c(c1)OCO2)=N\NC(=O)c1ccc(N)cc1,-2.6,12.7,5.9,4.7,5.0,nt,nt
C[C@@H]1CN([C@@H](C)CO)C(=O)c2cccc(NS(=O)(=O)c3cccs3)c2O[C@H]1CN(C)CC1CCCCC1,-1.5,-5.2,-0.8,20.6[16.7 µM],5.0,0.6,12.1
Cc1cc(NC(=O)C2CCN(S(=O)(=O)Cc3ccccc3)CC2)ccc1-n1cnnn1,nt,0.3,nt,7.0,nt,0.2,-13.3
Cn1cccc1/C=N/NC(=O)c1cc2ccccc2cc1O,-4.5,0.5,8.8,5.0,-2.3,?,-20.1
C/C(=N\NC(=S)NC(C)C)c1ccco1,3.4,nt,1.1,nt,8.9,nt,nt
O=C(CN1CCC(n2cnc3cc(F)ccc32)CC1)Nc1ccccc1Br,-2.5,nt,2.6,nt,-1.2,nt,nt
O=C(c1ccccc1)c1ccc(O)c(O)c1O,4.2,-0.9,-3.2,20.1,-0.5,-4.7,5.0
CC(C)CC(NC(=O)C1CCC(C)CC1)C(=O)Nc1cccnc1 (stereo not drawn),nt,-0.5,-2.1,-4.7,nt,3.2,108.3*
CCn1nnc(NC(=O)c2ccc(C(C)(C)C)cc2)n1,nt,-4.6,-7.0,5.7,nt,?,-26.2
CCc1ccc(NC(=O)CSc2nnnn2C)cc1,-3.5,3.0,3.1,2.6,-2.3,37.6,1.3
O=C(C[C@H]1C=C[C@H](NC(=O)c2ccccn2)[C@@H](CO)O1)NCc1cccc(F)c1,-1.5,-2.1,-1.3,nt,1.6,-1.1,-0.5
CS(=O)(=O)N(CC(=O)Nc1cccc(F)c1)c1cccc([N+](=O)[O-])c1,nt,-7.9,4.8,276.8*,nt,1.5,3.9
